Bioassay records: PubChem, several laboratories
CAL PDZ FP-1 = CAL PDZ peptide-binding inhibitors, primary screen, biochemical, fluorescence polarization, Cer-tagged CAL PDZ, HTS; Golgi-associated PDZ and coiled-coil motif-containing protein (Homo sapiens), Q9HD26; purified CAL PDZ, TMR-peptide fluorescence polarization, 1 h; 330,000 compounds, 0.02% hits; AID 504414, 2011; inhibition, % at 20 µM;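 active means highest replicate inhibition of at least 40%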;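 further: plate controls were DMSO neutral control wells for no effect and unlabeled competitor peptide control wells for full effect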
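material = purified tagged CAL PDZ domain construct (CerCALP) | buffer or medium = sodium phosphate/NaCl buffer pH 7.4 with TCEP, IgG, Thesit | reagent = TMR-labelled reporter peptide T*-PRC34 bound in PDZ groove | incubation = 1 h room-temperature incubation prior to read | measured by = fluorescence polarization (mP) | evaluation = percent inhibition from loss of millipolarization | control set = unlabelled peptide and DMSO controls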
RTF Ca sens act = cardiac RTF calcium sensitivity activators, primary screen, biochemical, IANBD-TnC fluorescence, EC20 calcium. activation, % at 7.2 µM. AID 493008, 2010. Troponin I, cardiac muscle (Homo sapiens) + Troponin T, cardiac muscle (Homo sapiens) + …. IANBD-labeled TnC RTF fluorescence at EC20 calcium; 0% EC20 calcium, 100% full calcium. 340,000 compounds, 0.24% hits;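 active means activation above the mean over all tested compounds plus 3 SD, cut at about 30% in these data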;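 further: rise in fluorescence read as greater calcium sensitivity of cardiac thin filaments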
Rtt109 HAT inh = inhibitors of C. albicans Rtt109/Vps75 HAT, primary screen, biochemical, ThioGlo CoA-SH fluorescence, plate reader; Histone acetyltransferase RTT109 (Candida albicans (strain SC5314 / ATCC MYA-2876)), …; purified Rtt109/Vps75, 4 h; inhibition, % at 34.9 µM; 330,000 compounds, 0.16% hits;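 active means inhibition of at least 50% in every replicate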
Target sequence (Q5AAJ8 whole entry, looked up): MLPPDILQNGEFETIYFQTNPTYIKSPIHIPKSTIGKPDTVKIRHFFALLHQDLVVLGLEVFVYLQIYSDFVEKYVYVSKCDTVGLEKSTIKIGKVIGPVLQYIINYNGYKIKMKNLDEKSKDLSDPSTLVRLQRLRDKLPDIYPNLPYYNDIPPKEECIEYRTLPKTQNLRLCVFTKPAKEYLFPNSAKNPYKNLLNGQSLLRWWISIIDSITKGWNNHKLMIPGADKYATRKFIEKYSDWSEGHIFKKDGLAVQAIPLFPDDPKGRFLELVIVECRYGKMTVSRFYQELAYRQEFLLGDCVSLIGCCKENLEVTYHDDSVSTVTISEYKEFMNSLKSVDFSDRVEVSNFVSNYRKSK
PKA-R2B act = activators of PKA-R2B holoenzyme, primary screen, biochemical, fluorescence polarization, Cy5-IP20, human; cAMP-dependent protein kinase catalytic subunit beta (Homo sapiens) + cAMP-dependent …; PKA-R2B holoenzyme dissociation; R2B truncated from residue 108, S112A mutant; 0% DMSO only, 100% 113 µM cGMP; activation, % at 11.4 µM; 340,000 compounds, 0.079% hits;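 active means activation above a cutoff set at the mean over all compounds plus 3 SD, cut at about 18% in these data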;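 further: higher means more holoenzyme dissociation and a rise in polarization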
LANA DNA inh = inhibitors of KSHV C-LANA binding to DNA, primary screen, biochemical, fluorescence polarization, FAM-LBS DNA, MBP-C-LANA, single point | Kaposi's sarcoma herpesvirus LANA C-terminal domain (residues 932-1162) DNA binding | 340,000 compounds, 0.078% hits | AID 504423, 2011 | inhibition, % at 9 µM;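 active means highest replicate inhibition at or above 60% at 9 µM, even if other replicates fall short; inactive means all replicates below 60% inhibition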;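 further: 0% = neutral control wells and 100% = 4 µM acridine orange control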
CAL PDZ FP-2 = untagged CAL PDZ binding inhibitors, primary screen, biochemical, fluorescence polarization, HTS. 300,000 compounds, 0.92% hits. inhibition, % at 24.9 µM. purified CAL PDZ, TMR-peptide fluorescence polarization, 1 h. AID 602252, 2012;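 active means mean inhibition of at least 30% with at least half of replicates also reaching 30%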;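 further: 0% = DMSO neutral control and 100% = excess unlabeled competitor peptide PRC23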
SR-BI DiI-HDL act = activators of SR-BI mediated DiI-HDL uptake, primary screen, ldlA[mSR-BI] CHO cells, DiI fluorescence | activation, % at 12.5 µM | 3 h; 100 = double the neutral-control signal | 320,000 compounds, 0.096% hits | AID 504775, 2011;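 active means mean replicate activation of at least 60% and every replicate at or above 60%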;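 further: 0% = median plate neutral-control signal and 100% = twice that signal; values of inactives mirror those of a sister screen read the other way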
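Material – SR-BI-overexpressing, LDLR-lacking CHO cells · Medium – BSA-supplemented, HEPES-buffered Ham's F12, pH 7.4 · Doses – single concentration · Times – compound with DiI-HDL co-incubation, 3 h at 37 °C · Measured by – bottom-read fluorescence, 550/595 nm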
Cardiac RTF inh = cardiac RTF calcium sensitivity inhibitors, primary screen, biochemical, IANBD-TnC fluorescence, EC70 calcium; Troponin I, cardiac muscle (Homo sapiens) + Troponin T, cardiac muscle (Homo sapiens) + …; IANBD-labeled cardiac RTF, Ca2+ fluorescence; inhibition, % at 7.15 µM; 340,000 compounds, 0.12% hits; AID 493244, 2011;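 active means inhibition above the mean inhibition of all tested compounds plus 3 SD, cut at about 17% in these data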;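 further: assay run at fixed EC70 calcium of 1.6 mM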
DAGLB inhibitor = DAGLB lipase inhibitors, primary screen, biochemical, fluorescence, HTS; AID 504411, 2011; inhibition, % at 5.17 µM; Diacylglycerol lipase-beta (Homo sapiens), Q8NCG7; 340,000 compounds, 0.059% hits; HEK293T DAGLB membrane lysate, EnzChek fluorogenic substrate; in the data active means inhibition above about 34%;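 further: 0% = enzyme with vehicle and 100% = wells lacking enzyme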
Target sequence (Q8NCG7 whole entry, looked up): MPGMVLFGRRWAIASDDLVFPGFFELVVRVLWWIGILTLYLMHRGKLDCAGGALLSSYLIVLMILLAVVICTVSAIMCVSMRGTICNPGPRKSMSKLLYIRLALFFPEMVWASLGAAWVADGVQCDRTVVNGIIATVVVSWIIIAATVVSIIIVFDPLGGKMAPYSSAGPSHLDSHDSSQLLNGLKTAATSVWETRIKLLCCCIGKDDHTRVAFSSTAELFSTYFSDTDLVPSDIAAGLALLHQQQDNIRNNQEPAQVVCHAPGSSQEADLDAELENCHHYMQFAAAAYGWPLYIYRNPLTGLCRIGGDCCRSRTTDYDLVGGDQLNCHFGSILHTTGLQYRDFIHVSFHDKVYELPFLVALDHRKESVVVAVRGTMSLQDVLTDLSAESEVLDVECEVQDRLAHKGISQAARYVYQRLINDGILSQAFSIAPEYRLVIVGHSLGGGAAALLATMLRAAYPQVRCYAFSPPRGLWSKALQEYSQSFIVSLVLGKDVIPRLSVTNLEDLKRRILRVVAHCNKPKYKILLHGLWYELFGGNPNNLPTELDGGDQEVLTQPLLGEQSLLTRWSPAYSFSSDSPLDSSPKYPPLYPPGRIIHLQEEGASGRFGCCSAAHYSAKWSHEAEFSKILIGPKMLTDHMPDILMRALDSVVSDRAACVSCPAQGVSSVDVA
Keap1 Nrf2 FP = Keap1-Nrf2 protein-protein interaction inhibitors, primary screen, biochemical, fluorescence polarization, single point; Keap1 Kelch-Nrf2 peptide fluorescence polarization, 1536-well; inhibition, % at 9.4 µM; 340,000 compounds, 0.15% hits; AID 504523, 2011; in the data active means inhibition above about 12%;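 further: human Keap1 Kelch domain with fluorescein labeled Nrf2 9mer peptide probe; 0% = neutral control wells and 100% = peptide positive control; higher means more block of Keap1 binding to Nrf2 peptide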
* = called active by the depositor; . = no result given.

SMILES	CAL PDZ FP-1	RTF Ca sens act	Rtt109 HAT inh	PKA-R2B act	LANA DNA inh	CAL PDZ FP-2	SR-BI DiI-HDL act	Cardiac RTF inh	DAGLB inhibitor	Keap1 Nrf2 FP
OCCN1CCN(CC(O)COc2ccc3c(c2)OCO3)CC1 (stereo unspecified)	-0.6	-1	-4	5	0.1	-3	31	-4	-3	-5
COc1ccc(-c2cc(C(=O)O)nc3ccc4ccccc4c23)cc1OC	-2.0	0	-21	-7	0.3	8	-7	8	2	-4
O=C(NCCN1CCOCC1)Nc1ccc(Cl)cc1	-0.6	2	7	-10	-0.7	5	-2	-6	4	0
CCCNc1nc(N2CCOCC2)nc(N2CCOCC2)n1	-0.2	-6	3	6	0.2	.	-7	1	0	-1
O=C1CC(N2CCOCC2)C(=O)N1c1ccc(Cl)cc1 (stereo unspecified)	0.3	-5	-3	6	0.5	-5	-3	-7	3	0
COc1ccc(-n2c(Cc3cccn3C)nnc2SCC(=O)NC2CCCCC2)cc1	-0.1	3	5	-8	0.3	.	26	0	1	-7
Cc1ccn2c(=O)nc(SCC(=O)Nc3cc(C)on3)nc2c1	-0.2	0	-5	-1	1.7	-2	14	-5	-3	2
COc1ccc(CN(Cc2cc3cc4c(cc3[nH]c2=O)OCO4)C(=O)NC2CCCCC2)cc1	-2.6	-9	25	-3	-0.3	-2	-14	-14	6	-2
CN1CCN(CC#Cc2ccccc2)CC1CCO (stereo unspecified)	.	-1	4	-5	-0.2	-5	8	-1	-1	-2
Cc1[nH]nc(-c2ccc(O)cc2O)c1Oc1ccccc1	-0.4	-1	-4	8	-0.1	-4	3	-7	1	1
Cc1ccc(N2CC(O)=C(c3ccccc3)C2=N)cc1	-0.5	5	-9	3	-1.4	.	-14	3	0	-5
Cc1occc1-c1nnc(SCC(=O)N2CCc3ccccc32)o1	.	5	-10	-4	-0.1	-4	-3	-3	0	-9
C/C(=N\OC(=O)c1ccc(F)cc1)c1sc(-c2ccccc2)nc1C	1.0	3	-3	5	0.9	-1	-9	-5	-3	1
CC(C)(C)n1nnnc1C(c1ccncc1)N1CCN(C2CCCCC2)CC1 (stereo unspecified)	-2.3	3	-4	0	0.1	0	.	-3	-4	6
CC[C@]12c3[nH]c4ccc(OC)cc4c3CCN1C(=O)C(CC(=O)NCCCN(C)C)C[C@@H]2C(=O)N1CCN(C(=O)c2ccco2)CC1 (stereo partly specified)	-0.4	-5	-4	-6	-1.4	-1	5	-4	-3	0
CC(NC(=O)c1cc(-c2cccs2)on1)c1ccccc1 (stereo unspecified)	-2.2	7	2	3	-4.0	1	4	-7	-6	1
CCOc1ncccc1C(=O)N1CCN(S(=O)(=O)c2ccc3ccccc3c2)CC1	-1.3	1	-6	0	1.0	1	.	-2	-3	6
CCOc1cc(N2C(=O)CC3CS(=O)(=O)CC32)c(OCC)cc1NC(=O)c1ccccc1 (stereo unspecified)	1.4	2	-3	4	-1.3	-4	-10	-9	-1	1
O=C(Nc1cccc(S(=O)(=O)NC2=NCCC2)c1)c1ccc(OC(F)F)cc1	-1.7	-3	0	-3	2.1	-5	-5	-2	-1	1
O=C(NCCSCc1ccc(Cl)cc1Cl)c1ccc(CN2CCOCC2)cc1	-3.0	-2	16	4	-0.6	-2	-24	-4	3	5
CC(=O)NCc1ccc(-c2csc(NC(=O)CCc3nc4ccccc4c(=O)[nH]3)n2)s1	-0.4	-5	-1	2	-0.9	.	-28	-1	0	-1
Cc1cc(C)n2nc(NCc3cccc(Br)c3)nc2n1	-1.7	9	1	7	-1.5	-2	-13	-10	1	-4
CC1=C(C(=O)Nc2ccc(Br)cc2)C(c2ccco2)NC(=O)N1 (stereo unspecified)	-2.3	6	3	-8	0.5	-2	3	0	0	-7
O=C(O)C=C(Br)Br	0.1	0	-6	2	4.3	-4	-2	-4	0	3
COc1cc(N(C)C)c([N+](=O)[O-])cc1C(=O)N1CCOCC1	0.0	-4	-4	1	0.9	10	-2	0	3	1

The final 6 records of the part before lead into the next.
SMILES	CAL PDZ FP-1	RTF Ca sens act	Rtt109 HAT inh	PKA-R2B act	LANA DNA inh	CAL PDZ FP-2	SR-BI DiI-HDL act	Cardiac RTF inh	DAGLB inhibitor	Keap1 Nrf2 FP
O=C(NCCSCc1ccc(Cl)cc1Cl)c1ccc(CN2CCOCC2)cc1	-3.0	-2	16	4	-0.6	-2	-24	-4	3	5
CC(=O)NCc1ccc(-c2csc(NC(=O)CCc3nc4ccccc4c(=O)[nH]3)n2)s1	-0.4	-5	-1	2	-0.9	.	-28	-1	0	-1
Cc1cc(C)n2nc(NCc3cccc(Br)c3)nc2n1	-1.7	9	1	7	-1.5	-2	-13	-10	1	-4
CC1=C(C(=O)Nc2ccc(Br)cc2)C(c2ccco2)NC(=O)N1 (stereo unspecified)	-2.3	6	3	-8	0.5	-2	3	0	0	-7
O=C(O)C=C(Br)Br	0.1	0	-6	2	4.3	-4	-2	-4	0	3
COc1cc(N(C)C)c([N+](=O)[O-])cc1C(=O)N1CCOCC1	0.0	-4	-4	1	0.9	10	-2	0	3	1
CCOc1ccc2nc(NC(=O)c3cccc(-c4cc5ccccc5oc4=O)c3)sc2c1	-1.9	7	1	0	0.1	0	-67	-12	0	-2
O=C(O)CCn1cnc2ccccc2c1=O	-0.3	-6	-1	-2	0.3	2	10	-5	-1	0
Cc1ccc(N=Cc2cc(Cc3ccccc3Cl)cc([N+](=O)[O-])c2O)c(O)c1	-10	-5	15	1	2.5	4	4	6	22	-11
Cc1ccc(-n2c(SCC(=O)N3CC(=O)Nc4ccccc43)nc3ccccc3c2=O)cc1	-3.4	3	12	1	-2.7	-1	3	13	1	-4
C#CCOCCOCCOCCNc1nc(N2CCOCC2)nc(N2CCN(C(=O)[C@H]([C@@H](C)O)n3cc(CCCCN)nn3)CC2)n1	-0.5	-7	3	-3	-0.4	0	3	-7	-4	-2
O=C(Nc1ccccc1)Nc1ccccc1Br	-1.5	7	-3	-4	0.0	2	-29	-14	-5	-6
CCOc1ccc(NC(=O)NCCN2CCN(c3ccccc3F)CC2)cc1	-3.0	-4	6	2	-2.2	-6	.	-2	1	-6
COc1ccc([C@H]2CC(=O)C=C(c3cccc(Cl)c3)C2)cc1	-0.2	-6	-5	-9	1.4	-1	-45	3	-10	-8
CCN(CC)S(=O)(=O)c1cccc(-c2nnc(C(=O)c3ccc(C(F)(F)F)cc3)o2)c1	-3.5	15	-4	4	1.2	-2	14	-13	-4	-6
Cc1sc2ncnc(N/N=C/c3cccc(O)c3)c2c1C	0.5	0	8	8	2.8	1	-24	7	-3	1
C=CCn1cc(Cl)cc(C(=O)Nc2ccccc2)c1=O	1.4	-2	6	2	0.2	-2	-8	-5	-3	0
COc1ccc(CCNC(=O)c2ccc(CS(=O)Cc3ccc(Cl)cc3)o2)cc1OC (stereo unspecified)	0.0	2	-10	4	-0.9	.	-17	-10	-2	-2
COc1ccc(N2CCN(C(=O)c3ccc(Br)cc3)CC2)c([N+](=O)[O-])c1	1.1	-6	22	1	4.9	-1	6	4	10	-3
CCOC(=O)CC1C(=O)NCCN1S(=O)(=O)c1cccc(C(F)(F)F)c1 (stereo unspecified)	-0.7	-6	1	-11	1.9	3	19	-6	0	2
Cc1sc(N)c(C#N)c1C	-1.2	1	7	-12	1.1	-2	26	0	2	0
Cc1cc(C(=O)O)c(CSc2ncn[nH]2)o1	-2.3	-9	35	-4	0.4	0	11	5	-2	-3
COc1cc(CN2CCc3ccccc3C2)cc([N+](=O)[O-])c1O	1.9	-3	1	3	0.5	-3	6	2	2	0
O=C(NN1C(=O)C2C(C1=O)C1C=CC2C12CC2)c1ccccc1 (stereo unspecified)	-0.2	0	0	0	0.8	-6	7	-14	1	0
C/C(CC(=O)Nc1cc(C)cc(C)c1)=N\NC(=O)c1ccccn1	-0.6	3	-3	-9	-0.1	-1	37	3	1	-1
CC(=O)N1CCCc2cc(S(=O)(=O)N3CCCC(C(=O)N4CCN(c5cccc(Cl)c5)CC4)C3)ccc21 (stereo unspecified)	-1.8	-2	29	-6	0.6	-3	-45	-5	3	-3
COc1ccc(/C(N)=N/OC(=O)CN(C)S(=O)(=O)c2ccccc2)cc1	-1.1	.	-11	.	-0.8	4	-3	.	.	-1
O=C(NCCc1ccccc1)c1ccc(-c2ccccc2Cl)o1	-2.0	-3	16	-6	-0.6	0	11	-11	-13	-3
CS(=O)(=O)C1=NSC2=NC(=O)/C(=C\c3ccc(OC(=O)c4ccco4)c(Br)c3)C(=N)N21	-1.6	4	2	0	-2.5	.	-1	-8	8	-11
CCOC(=O)C(NC(=O)CC)(N1CCc2ccccc2C1)C(F)(F)F (stereo unspecified)	-2.2	-5	5	3	-0.1	-2	-5	-5	1	-4
COc1ccc2oc(=Nc3cccc(F)c3)c(C(N)=O)cc2c1	-2.5	5	-5	-3	-0.5	-2	17	0	-4	-2
CC(C)COc1ccc(-c2nnn(CC(=O)N3CCCC3)n2)cc1	-0.5	-2	2	-1	0.5	.	7	1	-3	1
COc1cccc(N2[C@@H](CC(=O)O)c3ccccc3S2(=O)=O)c1	0.2	1	-2	-4	1.1	3	13	-8	3	-3
COc1ccc(C(=O)c2c(-c3ccc(OC)cc3)oc3ccccc23)cc1	0.9	7	2	-11	1.4	1	-46	9	-10	-2
Cc1cccc(CC2SC(N)=NC2=O)c1 (stereo unspecified)	-1.1	2	.	0	-1.4	3	8	-1	2	-2
CCOC(=O)C1CCN(C(=O)COc2ccc3c(c2)OCO3)CC1	-1.4	-3	-3	9	1.4	.	.	5	0	3
